b-catenin transl = beta-catenin nuclear translocation modulation. HeLa beta-catenin nuclear translocation, immunofluorescence imaging. nuclear translocation activity, % at 5 µM. actives 0.3% (n = 190,000);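 active = nuclear translocation activity above 50% at 5 µM, with a well cell count of 50 or more; inconclusive = wells under 50 cells across six images, flagged as toxic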;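 note: per-cell ratio of nuclear to cytoplasmic median beta-catenin stain intensity; plate controls were DMSO negative control for no effect and GSK-3 inhibitor IX positive control for full effect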
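Test system: human HeLa cells, endogenous beta-catenin. Times: 24 h compound exposure, 37°C. Measured by: beta-catenin immunofluorescence imaging with DAPI.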
West Nile antiviral = West Nile virus antiviral activity, cell-based, CPE readout (AID 1621). West Nile virus-infected cells, CPE inhibition; higher % means a stronger effect. actives 0.02% (n = 290,000). CPE inhibition, % at 10 µM, or IC50 in µM where a hit was titrated; in the data active = a potency from the dose series; inconclusive = CPE inhibition mostly from about 3.7% at the one dose, without a potency; inactive = the rest, 99 in 100 with CPE inhibition below about 2.2%; note: strong numbers were not always called active
Insulin prom up = MIN6 insulin promoter up-regulation | MIN6 insulin promoter-GFP reporter, high-content imaging; active compounds read high | z-score at 5 µM | actives 0.3% (n = 190,000) | AID 1625;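 active = z-score above 3 at 5 µM with at least 500 cells counted in the well; inconclusive = wells under 500 cells, flagged as cytotoxic or low count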
Hep lipid drop = hepatic lipid droplet formation modulation | AID 1656 | AML12 mouse hepatocytes, oleate lipid droplets, BODIPY imaging | actives 0.4% (n = 240,000) | inhibition, % at 6.5 µM;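 active = lipid droplet intensity inhibited by at least 50%, with more than 500 cells counted; inconclusive = wells with under 300 cells, treated as cytotoxic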
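Test system: AML12 hepatocytes (mouse); reagent: oleate loading, 100 µM; dosing: one dose, 6.5 µM compound; incubation: overnight exposure; signal: fluorescence imaging, 20x objective, two fields per well; read-out basis: % inhibition of corrected integrated BODIPY droplet signal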
Myeloid diff 2 = promotes myeloid progenitor differentiation. ER-HoxA9 myeloid progenitors, lysozyme-GFP differentiation, flow cytometry. calls only at 10 µM. actives 1% (n = 360,000);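 active = normalized GFP-positive differentiation at or above the plate's own cutoff, the solvent-only control mean plus 3 SD; inconclusive = no clear call, values can overlap the other calls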;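 note: cells exposed to compound for four days before flow analysis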
MT stabilizer = stabilizes microtubules in HeLa cells. % tubulin-high responders, % at 10 µM. HeLa tubulin immunostaining HCS, 24 h; share of cells brighter than vehicle mean+2SD. actives 0.83% (n = 200,000);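 active = plate Z-score above 3 for both tubulin-high and condensed-nucleus cell shares, with cell loss under 80%, at 10 µM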;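 note: anti alpha tubulin signal scored within the nucleus-defined area of each cell; some results filed as inactive read as strong as hits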
T cell HTS = modulates CD8 T cell binding to vesicles | 2C CD8+ T cell-vesicle binding, flow cytometry; active compounds read low | calls only at 7 µM | actives 0.068% (n = 330,000) | AID 2052;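 active = response, share of CD8 T cells binding vesicles, and their 90th percentile fluorescence all below set limits, cut at about 80% in these data, passing the limit was not always enough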
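Read-out – percent CD8+ FL2 mean versus row control · System – murine 2C transgenic CD8+ T lymphocytes · Times – 1.5 h cell–vesicle binding at 37 °C, then 20 min icy labelling · Control set – naked vesicles low, QL9 vesicles with vehicle high · Detection – cytometric PE anti-B7-1 and Alexa647 anti-CD8 signals after 1% paraformaldehyde fixation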
WT yeast gro inh = growth inhibition of WT yeast, mitochondrial fusion screen; mitochondrial fusion phenotypic screen, WT strain; inhibition, % at 10 µM; actives 2.1% (n = 190,000); in the data active = inhibition above about 58%; tested in S. cerevisiae
Autophagy mod = alters autophagy in cells. actives 0.98% (n = 190,000). MEF GFP-LC3 puncta imaging; test concentration mostly 10 µM. AID 463193. calls only at 10 µM (by protocol);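 active = percentage of spot-positive cells more than 3 SD above its plate mean, without a fluorescence outlier flag or 80% toxicity; inconclusive = no clear call, values can overlap the other calls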;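 note: spot-positive cell cutoff set from DMSO-treated cells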
WT yeast gro inh mutant strain = also measured in WT yeast gro inh; calls as there; inhibition, %; mitochondrial fusion phenotypic screen, mutant strain inhibition
Insulin prom up cell count = further read-out of Insulin prom up, marked with its call; cell count; measured here: cytotoxicity, nuclei count;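 total cells summed across four imaged fields per well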
Hep lipid drop cells 6.5 µM = further read-out of Hep lipid drop, marked with its call; cell count; measured here: cell count, cytotoxicity flag;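 cells counted across two imaged fields per well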
b-catenin transl cell count 5 µM = recorded beside b-catenin transl, whose call it bears; cell count; measured here: cell count, cytotoxicity flag
T cell HTS vesicle-bound % = further read-out of T cell HTS, marked with its call; double positive events, %; measured here: CD8+ vesicle-bound cell fraction;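 binding gate set so that unloaded-vesicle control wells show 10% double positive cells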
MT stabilizer Hoechst-high % = further read-out of MT stabilizer, marked with its call; % Hoechst-high responders; measured here: nuclear condensation Hoechst responders;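 share of cells brighter than vehicle mean plus two SD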
MT stabilizer cytotoxicity % = recorded beside MT stabilizer, whose call it bears; toxicity, %; measured here: cytotoxicity by cell density;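 0% = mean cell density of plate MIN control wells and 100% = no cells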
Autophagy mod cell loss 18 h = second read-out of Autophagy mod, no call of its own (marks repeat the call); toxicity, %; measured here: cell loss, nuclei count;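 cell loss after 18 h compound exposure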
Myeloid diff 2 GFP+ MAC1+ % = second read-out of Myeloid diff 2, no call of its own (marks repeat the call); GFP+ MAC1+ double positive, %; measured here: differentiation confirmed by MAC1 staining
* marks the source's active call; other numbers are inactive results; i = inactive; ? = inconclusive; . = no result given.

SMILES	b-catenin transl	b-catenin transl cell count 5 µM	West Nile antiviral	Insulin prom up	Insulin prom up cell count	Hep lipid drop	Hep lipid drop cells 6.5 µM	Myeloid diff 2	Myeloid diff 2 GFP+ MAC1+ %	MT stabilizer	MT stabilizer Hoechst-high %	MT stabilizer cytotoxicity %	T cell HTS	T cell HTS vesicle-bound %	WT yeast gro inh	WT yeast gro inh mutant strain	Autophagy mod	Autophagy mod cell loss 18 h
Cc1ccc(S(=O)(=O)N2CCN(C(=O)CSc3nnc(C)c(=O)[nH]3)CC2)cc1	-3.2	955	0.2%	1.1	1276	.	.	i	0.0	0.5	1.5	8.9	i	27	0	1	i	-6
O=C(c1cnn(-c2nc3ccccc3s2)c1)c1ccccc1O	-2.4	955	0.2%	-0.51	1469	.	.	i	1.2	7.1	3.4	2.9	i	46	1	-8	i	-5
COc1ccc(CNC(=O)c2nnn(Cc3ccc(OC)cc3)c2N)cc1	-1.2	1081	-0.6%	0.95	1097	2	818	i	5.9	5.8	2.1	6.5	i	28	-1	-11	.	.
COC(=O)c1cc(Cl)c(NC(=O)C(C)C)cc1OC	0.2	1504	-0.3%	0.28	1453	-1	734	i	1.1	1.6	1.1	1.4	i	17	5	10	i	31
Cn1c(SCC(=O)Nc2ccc(Br)cc2F)nnc1-c1ccco1	-0.4	1496	-0.6%	-0.68	1389	16	678	i	0.2	4.7	1.5	7.5	i	18	-6	-10	i	16
Cc1onc(-c2ccccc2)c1C(=O)Oc1cccnc1	.	.	0.3%	.	.	-2	709	i	0.4	1.8	2.3	8.3	i	14	-5	4	i	0
CCCCC(C(=O)NC1CCCC1)N(Cc1ccccc1)C(=O)c1snc(C(N)=O)c1N (stereo not drawn)	.	.	1.2%	.	.	-2	768	i	0.5	.	.	.	i	22	.	.	.	.
COc1cccc(OC(C)c2ccnc3nc(/N=C/N(C)C)nn23)c1 (stereo not drawn)	1.9	685	-0.7%	-0.31	1020	.	.	i	1.9	3.8	2.5	6.4	i	4	-6	8	i	-31
CC(C)n1c(SCc2ccc(Cl)cc2)nc2c1c(=O)[nH]c(=O)n2C	1.4	1164	-0.3%	0.08	1075	.	.	i	1.2	5.3	3.2	6.9	i	59	26	-43	i	2
CS(=O)(=O)N(Cc1ccccc1)c1ccc(C(=O)N2CCc3ccccc3C2)cc1	0.7	1365	-1.1%	0.1	1648	.	.	i	1.5	3.2	1.8	2.2	i	61	-11	2	i	0
CC1CN(S(=O)(=O)c2ccc(C(=O)Nc3nnc(-c4ccccn4)o3)cc2)CC(C)O1 (stereo not drawn)	0.9	1128	0.0%	.	.	5	728	i	0.5	1.5	0.9	4.0	i	58	2	9	i	16
O=C(COc1ccc(F)cc1)Nc1nnc(C2CCCCC2)s1	.	.	-0.4%	.	.	-8	753	i	1.1	.	.	.	i	4	.	.	.	.
OCC[C@@H]1C[C@@H](O)[C@H](O)[C@@]2(OCc3ccccc32)O1	.	.	-0.5%	.	.	1	768	i	0.7	.	.	.	i	30	.	.	.	.
Cc1ccc2nc(N(CCCN(C)C)C(=O)CN3C(=O)c4ccccc4C3=O)sc2c1	0.5	1036	0.4%	-0.43	1289	-8	764	i	0.9	5.1	2.6	3.7	i	17	17	16	i	-21
COc1ccc(CCCNC(=O)C2CCC(=O)N(CCCN3CCCC3=O)C2)cc1 (stereo not drawn)	.	.	0.7%	.	.	4	643	i	1.8	.	.	.	i	31	.	.	.	.
CCOc1ccc(CCNC(=O)C2CSC3(C)CCC(=O)N23)cc1OCC (stereo not drawn)	.	.	-0.3%	.	.	11	725	i	9.0	.	.	.	i	68	.	.	.	.
NS(=O)(=O)c1ccc(CCNC(=O)NC23CC4CC(CC(C4)C2)C3)cc1	2.0	991	0.5%	-0.76	1583	1	698	i	0.3	1.5	1.4	5.2	i	12	-9	-4	i	21
CCOc1cc(C2C(C#N)=C(N)Oc3n[nH]c(-c4ccccc4)c32)ccc1O (stereo not drawn)	1.4	1371	-0.4%	0.24	1407	.	.	i	0.8	2.7	1.5	2.5	i	40	8	15	i	7
CC(C)(C)c1cc(-n2ccnc2)n2ncc(-c3ccc(Cl)cc3)c2n1	5.3	1045	0.0%	-0.8	1253	23	613	i	0.5	7.2	4.1	7.0	i	54	12	-4	i	-8
CCSc1nc(O)cc(=O)n1-c1ccc(OC)cc1	0.4	1158	0.3%	-0.75	1079	.	.	i	5.4	3.6	3.2	6.0	i	52	-1	1	i	22
COC(=O)[C@H](CCSC)NC(=O)Nc1ccc(S(N)(=O)=O)cc1	-3.7	1158	-0.4%	0.14	1421	8	668	i	0.4	.	.	.	i	50	.	.	.	.
CCCCc1nc(N)c(C#N)c(-c2ccco2)c1CCC	0.3	1047	-0.2%	-0.38	962	-11	756	i	4.2	3.0	1.8	1.2	i	64	8	6	i	1
O=C(Nc1ccccc1Cl)c1ccccc1	-0.1	1102	0.2%	.	.	5	729	i	0.6	4.9	2.2	3.5	i	18	10	9	i	8
O=C(NCc1ccc2c(c1)CCO2)Nc1ccccc1	-0.6	1122	1.0%	0.76	1445	-7	689	i	1.4	.	.	.	i	39	.	.	.	.
COc1ccc(OCC(=O)N/N=C/c2ccsc2)cc1	-0.9	1122	0.4%	0.42	1557	0	623	i	0.9	2.6	2.3	10	i	50	-40	13	i	-2
CCC1CCC(C(=O)NC(C(=O)NCCCN2CCCCC2C)C(C)C)CC1 (stereo not drawn)	.	.	0.4%	-0.51	1280	10	726	i	0.3	3.9	2.2	9.2	i	16	-9	6	i	-2
Cc1ccc(C)c(SCC(=O)OCC(=O)Nc2ncc(C(F)(F)F)cc2Cl)c1	1.5	1027	-0.2%	1.6	1533	-7	650	i	0.3	3.6	1.5	3.8	i	63	0	12	i	-6
COCCn1c(C)cc(/C=C2/NC(=O)N(c3ccc(Cl)cc3)C2=O)c1C	2.2	577	-0.5%	-0.22	1307	1	721	i	2.0	2.8	2.0	2.5	i	18	-7	-8	i	20
CC1=CC(C)(C(Cl)Cl)C(C)=CC1=O (stereo not drawn)	8.8	930	-0.2%	0.26	1319	29	770	i	1.5	1.8	1.3	16	i	18	-16	0	i	-1
O=C(CN1CCN(c2ccccc2)CC1)Nc1nnc(-c2ccccc2)s1	-1.0	1144	.	-0.09	1008	.	.	i	0.5	6.2	2.4	12	i	44	3	6	i	20
COc1cc(/C=N/NS(=O)(=O)c2ccc(C)c([N+](=O)[O-])c2)cc([N+](=O)[O-])c1O	.	.	0.5%	.	.	-5	752	i	0.8	.	.	.	i	60	.	.	.	.
CCCCN(c1ccccc1)c1ncnc(N)c1[N+](=O)[O-]	0.8	1376	0.2%	0.23	1516	.	.	i	4.1	1.6	1.1	3.8	i	55	-7	-15	i	18
CCOC(=O)c1ccccc1NC(=O)CN1C(=O)c2ccccc2S1(=O)=O	0.1	1107	-0.2%	-0.01	1399	-2	742	i	6.2	2.0	0.4	17	i	19	-6	-19	i	4
COc1cc(/C=C2\SC(=S)N(N3CCOCC3)C2=O)ccc1O	1.5	1370	0.3%	0.88	917	18	666	i	1.2	.	.	.	i	12	.	.	.	.
O=C1c2ccccc2C(=O)N1CCCCSc1nnnn1-c1ccccc1	-0.9	949	0.3%	0.35	1036	.	.	i	0.9	5.1	3.1	8.3	i	43	-5	14	i	9
CCCCN=CC1=C(O)CC(c2ccccc2)CC1=O (stereo not drawn)	1.3	1513	0.0%	-0.11	1469	-2	687	i	0.3	6.3	3.4	28	i	34	5	9	i	15
Nc1nc(-c2ccc(Cl)cc2)nnc1-c1ccc(Br)cc1	1.3	993	-0.8%	0.71	1498	1	732	i	0.3	3.7	2.3	9.6	i	28	1	-5	i	-5
O=C(CCCc1c[nH]c2ccccc12)N1CCN(c2ccc(N3CCOCC3)nn2)CC1	.	.	0.3%	0.95	864	.	.	i	4.2	4.5	1.7	6.5	i	50	6	-1	i	2
O=C(CCS(=O)(=O)c1ccc(F)cc1)Nc1nc(-c2ccncc2)cs1	.	.	1.8%	.	.	-10	707	?	.	.	.	.	i	37	.	.	.	.
Cc1nnc(NC(=O)CCn2c(=O)oc3ccc(Cl)cc32)s1	.	.	?	.	.	-3	687	i	2.5	.	.	.	i	28	.	.	.	.

Record cards (already shown):
`O=C(CCCc1c[nH]c2ccccc12)N1CCN(c2ccc(N3CCOCC3)nn2)CC1` in the list: b-catenin transl: .; b-catenin transl cell count 5 µM: .; West Nile antiviral: 0.3%; Insulin prom up: 0.95; Insulin prom up cell count: 864; Hep lipid drop: .; Hep lipid drop cells 6.5 µM: .; Myeloid diff 2: i; Myeloid diff 2 GFP+ MAC1+ %: 4.2; MT stabilizer: 4.5; MT stabilizer Hoechst-high %: 1.7; MT stabilizer cytotoxicity %: 6.5; T cell HTS: i; T cell HTS vesicle-bound %: 50; WT yeast gro inh: 6; WT yeast gro inh mutant strain: -1; Autophagy mod: i; Autophagy mod cell loss 18 h: 2
`O=C(CCS(=O)(=O)c1ccc(F)cc1)Nc1nc(-c2ccncc2)cs1` in the list: b-catenin transl: .; b-catenin transl cell count 5 µM: .; West Nile antiviral: 1.8%; Insulin prom up: .; Insulin prom up cell count: .; Hep lipid drop: -10; Hep lipid drop cells 6.5 µM: 707; Myeloid diff 2: ?; Myeloid diff 2 GFP+ MAC1+ %: .; MT stabilizer: .; MT stabilizer Hoechst-high %: .; MT stabilizer cytotoxicity %: .; T cell HTS: i; T cell HTS vesicle-bound %: 37; WT yeast gro inh: .; WT yeast gro inh mutant strain: .; Autophagy mod: .; Autophagy mod cell loss 18 h: .
